EWS-Fli inh: EWS/Fli transcriptional activity inhibition; inhibition, % at 12.6 µM; A673 NR0B1-luciferase reporter, viability-normalised; 0.67% of 350,000 active; AID 651661;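 active = mean inhibition of at least 50% after viability correction, with every replicate also passing that limit; inconclusive = mean reaches 50% but only one of two replicates passes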;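 also: firefly luciferase signal divided by Alamar Blue viability fluorescence both relative to DMSO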
LGR2 antag: Drosophila LGR2 receptor signaling inhibition. HEK293 LGR2, CRE-luciferase, bursicon-stimulated, 4 h. inhibition, % at 9.99 µM. 0.35% of 380,000 active. AID 720647;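 active = drop in luminescence signal, shown as inhibition above about 50% in the replicate tests, limit read from the data, passing the limit was not always enough; inconclusive = probably only some replicates passing the limit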;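 also: agonist challenge used bursicon conditioned medium at about half maximal strength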
CASP6 VEID inh: inhibitors of human caspase-6; purified caspase-6, Z-VEID-R110 cleavage fluorescence; inhibition, % at 12.5 µM; 0.53% of 350,000 active;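 active = mean inhibition across replicates at least about 35%, with every replicate also reaching that limit, limit read from the data; inconclusive = only one of the two criteria met; inactive = neither criterion met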;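 also: 0% = median of neutral control wells and 100% = no fluorescence left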
Target sequence (P55212 24-179 limits assumed): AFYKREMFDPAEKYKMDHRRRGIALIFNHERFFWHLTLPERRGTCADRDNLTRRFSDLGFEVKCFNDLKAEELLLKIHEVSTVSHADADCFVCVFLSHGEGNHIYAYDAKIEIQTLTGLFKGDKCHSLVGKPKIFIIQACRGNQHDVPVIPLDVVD
Target sequence (P55212 194-293 limits assumed): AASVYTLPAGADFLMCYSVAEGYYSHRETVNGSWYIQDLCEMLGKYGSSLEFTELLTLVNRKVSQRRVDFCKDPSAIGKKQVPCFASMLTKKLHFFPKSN
SIRT5 inh: sirtuin-5 (human) deacylase inhibition; Q9NXA8; AID 652115; inhibition, % at 15 µM; 1.1% of 330,000 active; Purified SirT5, succinyl-peptide AMC, trypsin-coupled fluorescence; in the data active = inhibition above about 15%; inconclusive = no clear call, values can overlap the other calls
Target sequence (Q9NXA8 whole entry, looked up): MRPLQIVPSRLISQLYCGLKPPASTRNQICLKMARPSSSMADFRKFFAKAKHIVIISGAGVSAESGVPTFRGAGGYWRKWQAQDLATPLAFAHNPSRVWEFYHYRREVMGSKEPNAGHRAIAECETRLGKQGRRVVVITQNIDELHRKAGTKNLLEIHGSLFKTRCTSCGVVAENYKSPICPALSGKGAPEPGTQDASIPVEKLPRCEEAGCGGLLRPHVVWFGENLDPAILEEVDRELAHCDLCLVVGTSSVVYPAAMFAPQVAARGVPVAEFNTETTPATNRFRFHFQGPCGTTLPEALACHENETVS
ARNT TACC3 PPI: ARNT/TACC3 interaction disruption; AlphaScreen His-ARNT PAS-B/GST-TACC3 binding, luminescence; TACC3 fragment carries E629A point mutation; inhibition, % at 9.99 µM; 0.66% of 390,000 active;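 active = mean inhibition of replicates at least 50% and at least half of replicates each reaching 50%; inconclusive = half or more replicates reach 50% but mean below 50%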;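 also: 0% = complete ARNT plus TACC3 wells and 100% = ARNT alone without TACC3; many hits fall short of the cut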
PAX8 inh HTS: inhibitors of PAX8 transcriptional activity in RMG-I cells; RMG-I TPO-luciferase reporter, SteadyGlo, 24 h; inhibition, % at 12.6 µM; 1.2% of 360,000 active; AID 652154;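 active = mean replicate inhibition at least 60% with every replicate also reaching 60%; inconclusive = only one of the two criteria is met; inactive = mean below 60% and not all replicates reaching 60%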;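 also: luciferase light reporting Pax8 driven TPO promoter activity; plate controls were median of neutral control wells for no effect and mitoxantrone controls for full effect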
DENV2 CPE: DENV2-induced cell death inhibition | DENV2-infected cells, cytopathic effect rescue, plate reader | CPE inhibition, % at 9.99 µM | 1.7% of 350,000 active | AID 651640; in the data active = CPE inhibition above about 20%, passing the limit was not always enough; inconclusive = no clear call, values can overlap the other calls; tested in BHK-21 cells;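 also: 0% = median of neutral control wells and 100% = median of positive control wells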
* = called active by the depositor; ? = inconclusive; . = no result given; & = joins results of further samples. Random draw from the library. About 4.9% of those tested had a hit in this group.

| SMILES | ARNT TACC3 PPI | PAX8 inh HTS | LGR2 antag | CASP6 VEID inh | EWS-Fli inh | DENV2 CPE | SIRT5 inh |
| --- | --- | --- | --- | --- | --- | --- | --- |
| CCn1cnc2c1c(=O)n(CC(=O)NCC(F)(F)F)c(=O)n2Cc1ccccc1 | -2 | 16 | -13 | 3 | -2 | -2 | -5 |
| CO[C@H]1CN(C)C(=O)c2ccc(NC(=O)c3nc4ccccc4s3)cc2OC[C@@H](C)N(Cc2ccncc2)C[C@H]1C | 1 | 0 | -4 | -1 | -28 | -5 | 2 |
| O=C(O)C1CC(O)CN1c1nc(Cl)ccc1[N+](=O)[O-] (configuration not stated) | -3 | 2 | . | 9 | -12 | 4 | -3 |
| COc1ccc(NC(=O)N(C)C[C@@H]2OCc3cnnn3CCCC(=O)N([C@@H](C)CO)C[C@H]2C)cc1 | -4 | -6&-10 | 0 | -2&-5 | -14&-3 | 5&8 | 1&-3 |
| Cc1ccccc1NC(=S)NC(=O)C1CCCCC1 | 1 | -24 | -14 | -3 | . | 5 | -1 |
| COC[C@@H]1CCCN1c1ccc2c(c1)O[C@H](COCc1ccccc1)CN([C@H](C)c1ccccc1)S2(=O)=O | . | 23 | 8 | 1 | -4 | 19 | 3 |
| O=C(NCc1ccccc1Cl)[C@@H]1[C@@H](CO)[C@@H]2Cn3c(cccc3=O)[C@@H]2N1C(=O)C1CCCC1 | -22 | . | -7 | -4 | -2 | 3 | 0 |
| CN1C(=O)[C@@]2(O[C@H]3C=CC=CN3C3=C2C(=O)CCC3)c2cc([N+](=O)[O-])ccc21 | . | -2 | 2 | -1 | -12 | 1 | . |
| Cn1c(NCCOc2ccccc2Cl)nc2cc(-c3ccc(F)cc3)sc2c1=O | . | 0 | -1 | 0 | -3 | -8 | -4 |
| Cc1ccc(NC(=O)COC(=O)c2cccnc2Cl)cc1S(=O)(=O)N1CCOCC1 | 8 | 9 | 6 | 0 | -3 | -12 | -3 |
| O=C(NNC(=O)c1ccc(S(=O)(=O)N2CCOCC2)cc1)c1ccccc1 | -2 | -4 | -7 | -3 | -3 | 0 | -3 |
| CCNC(=O)C1Cc2ccccc2CN1S(=O)(=O)c1ccc(F)cc1 (configuration not stated) | 0 | -9 | 31 | 1 | 3 | ? | -1 |
| CC(C)NC(=O)Nc1ccc2c(c1)C(=O)N([C@H](C)CO)C[C@H](C)[C@H](CN(C)Cc1ccc(Cl)c(Cl)c1)OCCCC[C@@H](C)O2 | -7 | -20 | 6 | -3 | 0 | -1 | 0 |
| CCCNC(=O)C[C@H]1CC[C@@H]2[C@H](COC[C@H](O)CN2Cc2cccc(F)c2)O1 | -9 | -11 | 11 | 0 | -3 | -2 | 1 |
| CCC(C)(C)c1ccc(OCC(=O)N(C)C)c(C(C)(C)CC)c1 | . | 3 | 22 | -4 | 26 | -4 | 6 |
| CCOc1ccc(NC(=O)COC(=O)CN2CCCCCC2=O)cc1 | -2 | -19 | 23 | 0 | -7 | -2 | -2 |
| C/C=C/c1ccc2c(c1)O[C@@H](CN(C)C(=O)c1cccc(F)c1)[C@@H](C)CN([C@@H](C)CO)S2(=O)=O | -1 | . | 0 | 10 | -10 | ? | 1 |
| C[C@H]1CN([C@@H](C)CO)C(=O)c2cccc(NC(=O)C3CC3)c2O[C@H]1CN(C)Cc1ccc(-c2ccccc2)cc1 | 7&-3 | 24 | -6&-11 | -2&6 | -2&2 | 6&-9 | 3&1 |
| Cc1ccccc1NC(=S)Nc1cccc([N+](=O)[O-])c1 | 0 | . | -38 | -2 | . | . | -1 |
| COc1ccc(S(=O)(=O)N2CCC(C(=O)NCC(=O)Nc3c(C)cccc3C)CC2)cc1OC | -58 | 17 | -3 | 0 | 3 | 0 | -3 |
| CCC(=O)N1C[C@@H](C)[C@H](OC)CN(C)C(=O)c2ccc(NC(=O)Nc3ccccc3)cc2OC[C@H]1C | -2 | . | 6 | 0 | -9 | -1 | -1 |
| COc1ccc(NC(=O)CON=CC(=O)Nc2ccc(C)cc2)c(OC)c1 | -5 | 1 | -1 | 3 | 6 | -4 | 1 |
| CO[C@@H]1CN(C)C(=O)c2ccc(NS(=O)(=O)c3cn(C)cn3)cc2OC[C@H](C)N(CCC(F)(F)F)C[C@H]1C | . | . | -3 | 6 | -8 | -7 | 1 |
| CCOc1cc(C(=O)NC(=S)Nc2nc(C)cc(C)n2)cc(OCC)c1OCC | 5 | 6 | 20 | 2 | 5 | ? | -2 |
| C[C@@H]1CN([C@H](C)CO)S(=O)(=O)c2ccc(/C=C/c3ccccc3)cc2O[C@H]1CN(C)C(=O)NC1CCCCC1 | 16 | 21 | 37 | -1 | 4 | -5 | 25* |

The closing 2 records of the section before come first, to join the parts:
| SMILES | ARNT TACC3 PPI | PAX8 inh HTS | LGR2 antag | CASP6 VEID inh | EWS-Fli inh | DENV2 CPE | SIRT5 inh |
| --- | --- | --- | --- | --- | --- | --- | --- |
| CCOc1cc(C(=O)NC(=S)Nc2nc(C)cc(C)n2)cc(OCC)c1OCC | 5 | 6 | 20 | 2 | 5 | ? | -2 |
| C[C@@H]1CN([C@H](C)CO)S(=O)(=O)c2ccc(/C=C/c3ccccc3)cc2O[C@H]1CN(C)C(=O)NC1CCCCC1 | 16 | 21 | 37 | -1 | 4 | -5 | 25* |
| COc1cccc(C2c3[nH]c4ccccc4c3CCN2Cc2cccc(C)n2)c1 (configuration not stated) | . | 29 | -4 | 3 | -28 | -8 | 0 |
| CCc1cccc(CC)c1NC(=O)CN1CCN(S(=O)(=O)c2ccccc2)CC1 | -1 | . | 12 | -2 | 3 | 6 | 1 |
| O=[N+]([O-])c1ccccc1OCC(O)CN1CCN(CC(O)COc2ccccc2[N+](=O)[O-])CC1 (configuration not stated) | 0 | -8 | 0 | -6 | -3 | 12 | 0 |
| CN1C(=O)/C(=C/c2ccc(C(=O)NC3CCCC3)cc2)Oc2ccccc21 | -4 | -25 | -13 | 0 | -10 | -1 | -16 |
| Cc1ccccc1C(=O)NC(=S)NCc1cccnc1 | -8 | -9 | . | 2 | -1 | -7 | 3 |
| Cc1noc(C)c1NC(=O)N(C)C[C@H]1OCCCC[C@H](C)Oc2ccc(NC(=O)Nc3ccc(C(F)(F)F)cc3)cc2C(=O)N([C@H](C)CO)C[C@@H]1C | -2 | -3 | 16 | -1 | 8 | -3 | 3 |
| O=C(NNC1CC(=O)N(c2ccc(F)cc2)C1=O)c1cccnc1 (configuration not stated) | -3 | 2 | 12 | -3 | 11 | 8 | -3 |
| O=S(=O)(NC[C@@H]1CC[C@H]2NC[C@H]2O1)c1ccccc1F | . | . | . | -1 | 5 | 1 | 11 |
| Cc1csc(NC(=O)c2ccccc2)n1 | 8 | -64 | -23 | -2 | -71 | 0 | 0 |
| O=C(NCC(=O)N1CCCC(C(F)(F)F)C1)c1ccco1 (configuration not stated) | 2 | -12 | 7 | -32 | -1 | -4 | -4 |
| Cc1ccccc1C(=O)NCC(=O)NNC(=O)CCN1CCN(c2ccccc2)CC1 | 0 | 12 | 10 | -1 | 11 | -6 | 1 |
| O=C(OCC(=O)N1CCc2ccccc21)c1ccccc1[N+](=O)[O-] | -2 | -192 | 37 | 2 | -109 | 0 | -6 |
| O=C(Cn1c2[n+](c3ccc(C(F)(F)F)cc31)CCCCC2)c1ccc2c(c1)OCCO2 | . | 36 | 1 | 0 | -7 | -8 | 0 |
| CNC(=S)NNC(=O)c1cccc(C(F)(F)F)c1 | -5 | . | 2 | -2 | 16 | . | -7 |
| C[C@@H]1CN([C@@H](C)CO)S(=O)(=O)c2ccc(C#CCN(C)C)cc2O[C@@H]1CN(C)S(=O)(=O)c1cccc(F)c1 | -5 | -16 | -20 | -4 | 3 | 0 | 2 |
| CN1C(=O)c2cc(NC(=O)Cc3cccs3)ccc2OC[C@H]2O[C@@H](CC(=O)NCC3CCCCC3)CC[C@H]21 | 4 | -13 | 21 | -1 | 11 | -1 | 4 |
| CCOC(=O)CC(=O)NC(CC(=O)OC)c1ccc(C(C)C)cc1 (configuration not stated) | -3 | 5 | 9 | 0 | -4 | 2 | -1 |
| COC(=O)C1CCN(C(=O)c2cc(=O)[nH]c3ccccc23)CC1 | -2 | 8 | 22 | 0 | 8 | -5 | -3 |
| CON(C)S(=O)(=O)c1cccc(C(=O)Nc2cccc(S(=O)(=O)NC3=NCCCCC3)c2)c1 | -7 | 17 | -6 | -5 | 10 | ? | -2 |
| CC(=O)Nc1ccc(C(=O)NNC(=O)c2cccs2)cc1 | -2 | 18 | -23 | 2 | -2 | -2 | -1 |
| CCC1=NN(C(=O)Cc2ccc([N+](=O)[O-])cc2)C(O)(C(F)(F)F)C1 (configuration not stated) | -11 | 17 | -3 | -1 | -2 | -4 | -1 |
| Cc1cc(C)cc(N2C(=O)CS(=O)(=O)C2c2cccc([N+](=O)[O-])c2)c1 (configuration not stated) | 4 | -2 | . | 3 | -11 | -7 | 6 |
| CC(=O)Nc1ccc(S(=O)(=O)N2CCC(N3CCCCC3)CC2)cc1 | 3 | -3 | 13 | 4 | -9 | 0 | -1 |
| Cc1cc(C)c(C(=O)N(C)C2CCCN(Cc3ccccc3F)C2)o1 (configuration not stated) | 0 | -3 | 6 | 2 | . | 37* | 0 |
| CCNC(=O)C[C@@H]1C=C[C@@H](NC(=O)NC2CCCCC2)[C@@H](CO)O1 | 0 | -8 | -9 | 0 | -1 | 4 | -1 |
| CCC(=O)Nc1cccc(NC(=O)c2ccccc2Cl)c1 | -1 | 14 | -14 | 1 | 4 | . | -5 |
| Cc1ccc(NC(=O)c2ccc(C#CC3(O)CCCCC3)cc2)cc1C | -12 | . | 3 | 1 | -7 | -6 | 1 |
| Cc1cc(C)nc(NC(=NCCc2c[nH]c3ccccc23)NC(=O)Nc2ccccc2)n1 | -3 | 25 | 18 | . | . | . | . |
| NC(=O)CCCn1c(C(=O)c2ccc(Cl)cc2)c2ccc(C(F)(F)F)cc2[n+]1[O-] | 4 | 20 | -14 | 3 | 34 | 5 | -1 |
| COc1ccc(N=Cc2ccccc2O)cc1 | -1 | 22 | 3 | 6 | -1 | -7 | . |
| C[C@H]1CCCCO[C@H](CN(C)C(=O)CCCN(C)C)[C@@H](C)CN([C@@H](C)CO)C(=O)c2cc(NC(=O)Nc3ccccc3)ccc2O1 | 2 | -7 | 10 | -2 | -6 | 0 | -3 |
| Cc1ccc(C(=O)O/N=C(\N)c2ccccc2)c(Cl)c1 | -9 | 53 | 97* | 0 | 75* | -5 | -1 |
| O=C(Nc1nccs1)C1CCCN(S(=O)(=O)c2cccc3cccnc23)C1 (configuration not stated) | 1 | 10 | -6 | 1 | 1 | -3 | 7 |
| CC(C)(C)N(Cc1ccccc1)C(=O)CN1C(=O)NC2(CCCCCC2)C1=O | -3 | -45 | -12 | -5 | -3 | 1 | 1 |
| O=[N+]([O-])c1cccc(S(=O)(=O)Nc2ccc(S(=O)(=O)NCC3CCCO3)cc2)c1 (configuration not stated) | . | 1 | 10 | -5 | 11 | 0 | 6 |
| Cn1cc(-c2csc(C(O)(c3ccccc3)C(F)(F)F)n2)cn1 (configuration not stated) | . | 10 | 9 | 2 | -9 | -4 | . |
| Fc1ccc(CN2CCN(c3ncc(Cc4ccccc4)cn3)CC2)c(Cl)c1 | . | 30 | 5 | 0 | 28 | 4 | -9 |
| O=C(c1ccccc1)c1ccc2nc(-c3ccc(NC(=O)c4ccccc4Br)cc3)[nH]c2c1 | -4 | . | -8 | -2 | . | . | . |
| CCCCNC(=O)C1c2ccccc2OCC(=O)N1CCc1ccccc1 (configuration not stated) | . | -1 | -7 | 0 | -5 | -9 | -14 |
| CC(C)=CCN1CCN(Cc2cccnc2)CC1CCO (configuration not stated) | . | 11 | -37 | -5 | -1 | 7 | 0 |
| CC1CC(C)CN(S(=O)(=O)c2ccc(C(=O)N(c3ccccn3)C3CCCCC3)cc2)C1 (configuration not stated) | 2 | -23 | 5 | -1 | 1 | 0 | 9 |
| O=C(C[C@H]1CC[C@H]2[C@@H](COC[C@H](O)CN2Cc2ccccc2)O1)N[C@H]1CCN(Cc2ccccc2)C1 | 24 | 13 | 17 | 0 | -1 | -5 | 1 |

High-throughput results: PubChem, Broad Institute
